SIAE inh – human SIAE inhibition, primary screen; SIAE FP-Rh probe binding, fluorescence polarization; inhibition, % at 9.66 µM; 370,000 tested, 0.69% active;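 active = inhibition above a cutoff: mean of compounds within the control limits plus 3 SD of those, cut at about 17% in these data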;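 also: 0% = plate median of compound wells and 100% = probe without SIAE protein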
LEDGF integ inh – blocks HIV-1 LEDGF/p75-dependent DNA integration; TR-FRET IN-LEDGF/p75 DNA integration, Eu/Cy5; inhibition, % at 3.7 µM; 370,000 tested, 0.64% active; AID 743269;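 active = inhibition above the screen-wide mean plus 3 SD, cut at about 13% in these data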;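 also: signal is the Cy5 over europium emission ratio at 671 and 618 nm; 0% = plate median of compound wells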
TCR-CD3 inh – blocks the human TCR-CD3 interaction. 360,000 tested, 0.37% active. TAMRA-labeled TCR probe fluorescence, biochemical. AID 651800. inhibition, % at 9.4 µM; in the data active = inhibition above about 19%;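 also: recombinant mutant TCR 2C K166C tagged with TAMRA read by polarization; 0% = receptor in buffer alone and 100% = receptor with positive control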
TDP2 absorb – blocks human TDP2 phosphodiesterase activity; AID 720702; inhibition, % at 12.8 µM; recombinant TDP2, T5PNP hydrolysis, p-nitrophenol absorbance 415 nm; 370,000 tested, 0.34% active;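 active = inhibition above the mean of all tested compounds plus 3 SD, set per campaign, cut at about 25% in these data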;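 also: 0% = DMSO with enzyme and 100% = buffer with substrate but no TDP2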
Target sequence (O95551 whole entry, looked up): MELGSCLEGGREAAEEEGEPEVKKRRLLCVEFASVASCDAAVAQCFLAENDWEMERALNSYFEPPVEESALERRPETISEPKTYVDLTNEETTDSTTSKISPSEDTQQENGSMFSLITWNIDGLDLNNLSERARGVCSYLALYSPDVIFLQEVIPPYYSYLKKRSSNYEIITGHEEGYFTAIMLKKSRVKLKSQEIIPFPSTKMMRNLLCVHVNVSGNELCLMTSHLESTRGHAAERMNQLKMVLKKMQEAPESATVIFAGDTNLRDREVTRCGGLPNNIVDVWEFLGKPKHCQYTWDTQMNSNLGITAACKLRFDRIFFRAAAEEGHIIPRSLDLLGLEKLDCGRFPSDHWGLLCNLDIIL
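System – recombinant human TDP2 · Quantity – TDP2 enzyme at 120 nM final · Doses – single concentration, 12.8 µM nominal, with 1% DMSO · Incubation – 2 h at 37 °C · Measured by – epi absorbance of p-nitrophenol freed from T5PNP by hydrolysis · Read-out – % inhibition relative to enzyme-containing and enzyme-free wells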
rCAG RNA binder – binds r(CAG) RNA repeats; 370,000 tested, 1.3% active; inhibition, % at 3 µM; r(CAG) RNA repeat, TO-PRO-1 dye displacement fluorescence;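 active = inhibition above the plate cutoff, the mean of all test compounds on that plate plus 3 SD, cut at about 35% in these data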;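 also: 0% = DMSO alone and 100% = 100 µM mitoxantrone as full dye displacement; higher means more dye released from RNA so lower well fluorescence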
mABHD4 FP – ABHD4 (mouse) inhibition, primary FP screen; inhibition, % at 8.92 µM; AID 720543; 370,000 tested, 0.54% active; Q8VD66; purified mABHD4, FP-Rh probe fluorescence polarization;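 active = inhibition exceeding the mean over every tested compound plus 3 SD, cut at about 30% in these data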;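 also: 0% = plate median of compound wells and 100% = S159A mutant with DMSO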
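Assay system: mouse ABHD4 enzyme, wild type / Also added: fluorescent activity-based probe FP-Rh / Doses: single nominal dose of 8.92 µM, 0.89% DMSO final / Timing: 45 min compound pre-incubation plus 60 min probe step, 25 °C / Signal: FP readout, ex 525 nm / em 598 nm / Control set: S159A mutant/DMSO as 100%, compound-well median as 0%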
PRMT1 inh – inhibitors of human PRMT1; AID 652257; 370,000 tested, 1.3% active; inhibition, % at 2.79 µM; Q99873; recombinant PRMT1, activity-based probe fluorescence polarization;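 active = inhibition above about 21% made by adding two undisclosed values, limit read from the data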
HTRA1 inhibitor – blocks human HTRA1 serine peptidase; Q92743; recombinant HTRA1, FP-rhodamine activity-based probe, fluorescence polarization; inhibition, % at 5.96 µM; 340,000 tested, 0.5% active; in the data active = inhibition above about 36%;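 also: 0% = enzyme with DMSO and 100% = wells lacking enzyme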
Rev-erbA mod – Rev-erb alpha (human) modulation | Rev-erbα–FITC-DNA binding, fluorescence polarization, 90 min | activity, % at 10 µM | AID 1259318 | 370,000 tested, 0.79% active;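 active = activity above about 14%, limit read from the data; passing the limit was not always enough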;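 also: 0% = DMSO wells with 35 nM protein and 100% = DMSO wells with 750 nM protein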
Target sequence (P20393 whole entry, looked up): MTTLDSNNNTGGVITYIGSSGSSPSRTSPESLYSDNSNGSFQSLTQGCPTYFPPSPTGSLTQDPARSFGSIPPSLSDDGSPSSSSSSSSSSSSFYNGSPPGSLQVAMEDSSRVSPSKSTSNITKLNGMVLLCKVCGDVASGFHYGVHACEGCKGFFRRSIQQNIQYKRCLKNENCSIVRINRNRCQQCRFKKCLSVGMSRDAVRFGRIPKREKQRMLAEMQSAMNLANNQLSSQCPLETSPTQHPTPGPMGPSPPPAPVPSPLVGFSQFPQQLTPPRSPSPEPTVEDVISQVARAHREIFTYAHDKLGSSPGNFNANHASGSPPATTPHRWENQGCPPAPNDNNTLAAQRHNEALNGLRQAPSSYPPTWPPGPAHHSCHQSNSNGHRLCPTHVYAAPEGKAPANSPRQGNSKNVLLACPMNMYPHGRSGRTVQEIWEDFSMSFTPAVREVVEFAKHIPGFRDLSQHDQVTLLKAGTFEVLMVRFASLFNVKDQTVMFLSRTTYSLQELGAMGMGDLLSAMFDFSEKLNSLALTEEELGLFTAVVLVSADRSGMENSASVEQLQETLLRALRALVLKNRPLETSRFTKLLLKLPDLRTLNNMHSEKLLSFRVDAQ
PG9 Ab binder – binds the HIV-1 gp120 antibody PG9; 360,000 tested, 0.43% active; TR-FRET gp120-PG9 antibody binding; inhibition, % at 6.7 µM; in the data active = inhibition above about 8.5%
* = called active by the depositor; . = not tested or not shown. Some of the compounds tested; the hit share may differ from the screen's.

no. | mol | SIAE inh | LEDGF integ inh | TCR-CD3 inh | TDP2 absorb | rCAG RNA binder
1 | O=C(NCc1ccc(F)cc1)C(c1ccco1)N(C(=O)c1csnn1)C1CC1 (configuration not stated) | 3 | 0 | 1 | 1 | 0
2 | CN(C)S(=O)(=O)N1CCN(S(=O)(=O)c2ccc3ccccc3c2)CC1 | -4 | -3 | -3 | 8 | 0
3 | Cc1ccc(/C=N/n2c(-c3cccs3)n[nH]c2=S)cc1 | -1 | -1 | 1 | -2 | 20
4 | CS(=O)(=O)c1ccc(Cl)c(NC(=O)c2ccc(-n3cncn3)c([N+](=O)[O-])c2)c1 | 4 | 5 | -2 | 13 | 1
5 | CCCC12CN3CC(CCC)(CN(C1)C3C(O)C(O)C(O)CO)C2=O (configuration not stated) | 0 | -3 | -2 | -7 | 0
6 | FC(F)(F)c1cc(-c2ccco2)nc(NCc2ccc(Cl)cc2)n1 | -9 | 5 | -3 | 1 | 1
7 | COc1ccccc1NC(=O)N1CCN(c2ccccc2F)CC1 | 0 | -3 | -2 | 9 | -4
8 | C=CCN1C(=O)C2(OCCCO2)c2c(C)ccc(C)c21 | 4 | 0 | 2 | 9 | -7
9 | COc1cc2c(cc1OC)C1=C(C#N)CC/C(=N\S(=O)(=O)c3cccc(Cl)c3)N1CC2 | 5 | 0 | 9 | 8 | 1
10 | CCN(c1ccccc1)S(=O)(=O)c1cc(NC(=O)C2CC2)ccc1Cl | -9 | 1 | 0 | -1 | 3
11 | Cc1ccc(S(=O)(=O)Oc2cccc(N3C(=O)C4CC=CCC4C3=O)c2)cc1 (configuration not stated) | -1 | -2 | -7 | 2 | -4
12 | CCOc1ccc(-n2cnc3sc4c(c3c2=O)CCCC4)cc1 | -6 | -3 | -7 | -16 | -1
13 | COc1cc(CNC2CCCCCC2)cc(OC)c1OC | -3 | 1 | 2 | 10 | -2
14 | Cc1ccc(-c2nc(-c3ccncc3)no2)c(Cl)c1 | -11 | -1 | 8 | 8 | 0
15 | COc1ccc(CN2CCNC(=O)C2CC(=O)N2CCc3ccccc3C2)c(OC)c1 (configuration not stated) | 1 | 3 | 7 | -3 | 1

no. | mABHD4 FP | PRMT1 inh | HTRA1 inhibitor | Rev-erbA mod | PG9 Ab binder
1 | 5 | 4 | 1 | -3 | -1.7
2 | -1 | -1 | -5 | 5 | -0.5
3 | 4 | 25* | 3 | -5 | -1.3
4 | 0 | 3 | 9 | -4 | 1.1
5 | 1 | -1 | 1 | 2 | 2.1
6 | -13 | 8 | -3 | 4 | 0.3
7 | 1 | 0 | 2 | -3 | 2.2
8 | -4 | -3 | 13 | 6 | 0.1
9 | 2 | 0 | -1 | -1 | 0.2
10 | -4 | 3 | -6 | -5 | 2.8
11 | 6 | 1 | -1 | 4 | 0.6
12 | 6 | 4 | . | 5 | 0.8
13 | 10 | 2 | -4 | 0 | 4.0
14 | -4 | -2 | -8 | -2 | -0.2
15 | 3 | -3 | 6 | -2 | -2.7

Going on with the list.
no. | mol | SIAE inh | LEDGF integ inh | TCR-CD3 inh | TDP2 absorb | rCAG RNA binder
16 | O=C(NCc1nc2ccccc2[nH]1)c1ccc(S(=O)(=O)N2CCCC2)cc1 | -7 | -5 | 1 | -4 | -1
17 | COc1cc(/C=C/C(=O)O)cc(S(=O)(=O)Nc2ccc3c(c2)OCO3)c1OC | 5 | 0 | 0 | 16 | 5
18 | COc1cccc(C(=O)c2sc(NC(C)C)nc2N)c1 | 1 | 3 | 2 | -12 | -2
19 | Cc1ccc(C(=O)NC2CC(C)(C)NC(C)(C)C2)cc1S(=O)(=O)N1CCOCC1 | -4 | 2 | -3 | -11 | 0
20 | CC1CC(C)CN(C(=O)Cn2c(=O)n(CCCCC(=O)NCc3ccco3)c(=O)c3ccccc32)C1 (configuration not stated) | -4 | 0 | 1 | -2 | -4
21 | O=C(CNC(=O)c1ccc(Br)o1)OCc1ccc(Br)cc1 | -2 | -2 | 1 | 5 | 0
22 | CCOC(=O)c1c(C)nc(-c2ccccc2)nc1NC(C)=O | -4 | 1 | -4 | 3 | -6
23 | Cc1ccc(-c2nnc(SCC(=O)Nc3ccc(OCc4ccccc4)cc3)n2-c2ccc(Cl)cc2)cc1 | -2 | 1 | . | 0 | 6
24 | COc1ccccc1OCCC(=O)OCC(=O)Nc1ccc(Br)cc1F | -3 | 2 | 1 | -3 | -5
25 | O=C(NNC(=S)NC1CC2C=CC1C2)c1cccnc1 (configuration not stated) | -1 | 3 | 3 | -15 | 4
26 | Clc1ccccc1CNCc1ccc2c(c1)OCO2 | 12 | 2 | -3 | 9 | -1
27 | NC(=O)C1(N2CCCCC2)CCN(C(=O)NC2CCCCC2)CC1 | 0 | 1 | -4 | 6 | -1
28 | CN(C)c1ccc(-c2[nH][nH]c(=O)c2NC(=O)c2ccccn2)cc1 | 6 | 11 | 0 | 87* | 6
29 | COc1ccccc1CN1CCNC(=O)C1CC(=O)N(C)Cc1ccon1 (configuration not stated) | 10 | -3 | 3 | -5 | -3
30 | O=C(NC1CCCCC1)C1CC(O)CN1C(=O)OCc1ccccc1 (configuration not stated) | 3 | 1 | 0 | 3 | -1

no. | mABHD4 FP | PRMT1 inh | HTRA1 inhibitor | Rev-erbA mod | PG9 Ab binder
16 | 2 | 1 | -5 | -5 | -0.4
17 | 0 | -2 | 6 | -1 | 0.0
18 | -9 | -1 | -4 | -5 | 0.8
19 | -1 | -4 | -3 | 5 | -0.3
20 | 0 | -2 | -4 | 4 | -1.0
21 | 0 | 8 | -7 | 2 | 0.4
22 | 4 | 2 | 6 | 1 | 1.0
23 | 5 | -4 | . | 4 | .
24 | -4 | -4 | 0 | 2 | -1.2
25 | 0 | -5 | . | 0 | -1.6
26 | 14 | 2 | 1 | -9 | -1.5
27 | 0 | 2 | 6 | 1 | -1.6
28 | 10 | -4 | . | 4 | -5.4
29 | 7 | -4 | 3 | 2 | 1.4
30 | -8 | -2 | 0 | -2 | -1.5

(list continues)
no. | mol | SIAE inh | LEDGF integ inh | TCR-CD3 inh | TDP2 absorb | rCAG RNA binder
31 | O=C(NCc1ccco1)C1CCCN(S(=O)(=O)c2cccc3nsnc23)C1 (configuration not stated) | 10 | 1 | 7 | -9 | -4
32 | O=C(CSc1nc(N2CCOCC2)nc(N2CCOCC2)n1)Nc1ccc([N+](=O)[O-])cc1 | 4 | -2 | -15 | 0 | -2
33 | O=C(OCc1nnc(-c2ccccc2)o1)c1ccc(CO)cc1 | 1 | 1 | 3 | 1 | -2
34 | O=C(N/N=C/c1ccccc1)c1ccco1 | -1 | 2 | 7 | 1 | 1
35 | CCNC(=O)CC1SC(=Nc2ccc(Cl)cc2)N(CC)C1=O (configuration not stated) | 6 | -1 | 11 | 0 | -7
36 | COc1ccc(NC(=O)CSc2nnc(C3CC3)n2C)cc1S(=O)(=O)N1CCCCC1 | 2 | -3 | -2 | -3 | 3
37 | CC1CCN(S(=O)(=O)c2ccc(NC(=O)c3ccccc3F)cc2)CC1 | -10 | 0 | -5 | -4 | 0
38 | C#CCN(C(=O)c1ccc(OC2CCN(C(=O)CCOC)CC2)cc1)C1CCCCC1 | -4 | 11 | 1 | -15 | -8
39 | Cn1c(=S)oc2ccccc21 | 3 | 2 | 1 | 7 | 0
40 | O=C(CCCOc1ccccc1)NCC1CCCO1 (configuration not stated) | -1 | 1 | 7 | 1 | 1
41 | O=C1C2Sc3[nH]c(=O)sc3C(c3ccccc3)C2C(=O)N1c1ccccc1 (configuration not stated) | 5 | -1 | 9 | 1 | 16

no. | mABHD4 FP | PRMT1 inh | HTRA1 inhibitor | Rev-erbA mod | PG9 Ab binder
31 | -15 | -1 | -1 | -8 | 0.5
32 | 7 | 6 | -8 | -6 | -1.4
33 | -2 | -1 | -2 | 1 | 0.8
34 | 2 | -2 | 2 | -6 | -0.1
35 | 2 | -4 | 1 | 4 | -0.8
36 | 9 | 1 | 6 | -1 | 0.7
37 | -9 | 5 | -31 | 3 | -0.8
38 | -11 | -4 | 0 | 2 | -0.7
39 | 3 | 1 | 5 | 2 | -0.3
40 | -4 | -1 | 8 | -4 | 1.1
41 | 16 | 7 | -2 | 1 | -0.9

Quoted at random: two entries already listed, in no set order.
no. | mol | SIAE inh | LEDGF integ inh | TCR-CD3 inh | TDP2 absorb | rCAG RNA binder
21 | O=C(CNC(=O)c1ccc(Br)o1)OCc1ccc(Br)cc1 | -2 | -2 | 1 | 5 | 0
32 | O=C(CSc1nc(N2CCOCC2)nc(N2CCOCC2)n1)Nc1ccc([N+](=O)[O-])cc1 | 4 | -2 | -15 | 0 | -2

no. | mABHD4 FP | PRMT1 inh | HTRA1 inhibitor | Rev-erbA mod | PG9 Ab binder
21 | 0 | 8 | -7 | 2 | 0.4
32 | 7 | 6 | -8 | -6 | -1.4

Grouped by structure, those above containing a furan ring, fused or not
no. | mol | SIAE inh | LEDGF integ inh | TCR-CD3 inh | TDP2 absorb | rCAG RNA binder
1 | O=C(NCc1ccc(F)cc1)C(c1ccco1)N(C(=O)c1csnn1)C1CC1 (configuration not stated) | 3 | 0 | 1 | 1 | 0
6 | FC(F)(F)c1cc(-c2ccco2)nc(NCc2ccc(Cl)cc2)n1 | -9 | 5 | -3 | 1 | 1
20 | CC1CC(C)CN(C(=O)Cn2c(=O)n(CCCCC(=O)NCc3ccco3)c(=O)c3ccccc32)C1 (configuration not stated) | -4 | 0 | 1 | -2 | -4
21 | O=C(CNC(=O)c1ccc(Br)o1)OCc1ccc(Br)cc1 | -2 | -2 | 1 | 5 | 0
31 | O=C(NCc1ccco1)C1CCCN(S(=O)(=O)c2cccc3nsnc23)C1 (configuration not stated) | 10 | 1 | 7 | -9 | -4
34 | O=C(N/N=C/c1ccccc1)c1ccco1 | -1 | 2 | 7 | 1 | 1

no. | mABHD4 FP | PRMT1 inh | HTRA1 inhibitor | Rev-erbA mod | PG9 Ab binder
1 | 5 | 4 | 1 | -3 | -1.7
6 | -13 | 8 | -3 | 4 | 0.3
20 | 0 | -2 | -4 | 4 | -1.0
21 | 0 | 8 | -7 | 2 | 0.4
31 | -15 | -1 | -1 | -8 | 0.5
34 | 2 | -2 | 2 | -6 | -0.1

Screens from PubChem.
